PKM2 activator – activators of human pyruvate kinase M2 | purified PKM2, Kinase-Glo ATP luminescence, activation; response scale: 0% is enzyme alone, no compound | 260,000 compounds, 0.34% hits | AID 1631 | P14618 | Potency, µM (highest dose often 57.5 µM), for the others: top-dose activation, usual class: activators; note: potency is the fitted concentration of half-maximal effect; nearly all actives have a fitted effect of over 55% in size
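ATP formation by purified human PK-M2, quantified via coupled luciferase luminescence after 1 h at room temperature with 0.1 mM ADP and 0.5 mM PEP final.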
KCNH2 WT inh – KCNH2 (human, wildtype) channel inhibition. Q12809. U2OS, BacMam KCNH2, thallium flux FluxOr; hits give low values. activity change, % at 1.84 µM. 340,000 compounds, 0.37% hits;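 active = maximum activity change below -70%; inconclusive = maximum activity change between -70% and -50%; inactive = maximum activity change above -50%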
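U2OS cells were transduced with wild-type KCNH2 virus (2.03 x 10^8 / mL) for 4 h at room temperature, then cultured overnight at 37 C. Thallium flux was read with FluxOr dye. Rate constants were normalized to DMSO controls.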
USP2a inh – USP2a (human) protease inhibition; 330,000 compounds, 0.01% hits; USP2 core, Ub-CHOP2 coupled fluorogenic reporter, 485/531; O75604; Potency, µM (top dose mostly 38.3 µM), for the others: at the top dose activity change, negative = inhibition, most hits filed as inhibitors;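 note: potency is the fitted concentration of half-maximal effect; plate controls were DMSO wells for no effect and full inhibition by NEM control for full effect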
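Cell-free coupled assay: 10nM USP2 core preincubated 30min RT with compound in Tris-HCl pH 8.0/CaCl2/CHAPS buffer, then 25nM Ub-CHOP2 and 25nM reporter substrate; fluorescence (Ex 485/Em 531) read after 60min RT, normalized to NEM inhibition, concentration-response curves fitted.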
KCNH2 3.1 block – KCNH2 3.1 (human) potassium channel inhibition | U2OS KCNH2 3.1, thallium flux FluxOr; hits give low values | activity change, % (tested at about 1.8 µM) | 340,000 compounds, 0.95% hits | AID 720553;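 active = maximum activity change below -70%; inconclusive = maximum activity change from -70% to -50%; inactive = maximum activity change above -50%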;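 note: thallium influx rate constant from kinetic fluorescence after stimulation buffer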
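Normalized rate constant (relative to positive and negative DMSO controls) derived from a 2 min kinetic fluorescence read after stimulation; U2OS cells expressing the 3.1 isoform via virus at 1.77 x 10^8 /mL.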
Eya2 phos inh – Eya2 (human) phosphatase inhibition; recombinant Eya2, OMFP fluorescence dephosphorylation (OMFP is methylfluorescein phosphate); Potency, µM (highest dose often 76.9 µM), without a hit: top-dose activity, negative = inhibition, actives largely listed as inhibitors; 330,000 compounds, 0.006% hits; AID 488837; note: potency is the fitted concentration of half-maximal effect
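Eya2 (0.2 uM) preincubated 10 min at ambient with compound, then OMFP substrate added at 50 uM; 10 min reaction in 50 mM HEPES pH 7.5, 50 mM NaCl, 5 uM MgCl2, 0.05% BSA, 1 mM DTT. Fluorescence read at Ex 485/Em 525 nm.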
uPA generation – cell surface uPA generation inhibition | cell surface uPA generation assay, qHTS | Potency, µM (series often up to 38.3 µM), without a hit: at the highest dose activity change, negative = inhibition, hits mostly inhibitors | 330,000 compounds, 0.31% hits; active = well fitted inhibition curve with a large enough effect; inconclusive = small, poorly fitted or top-dose-only effect; inactive = no such curve, though single readings can be large or run the other way; tested in mouse RAW 264.7 cells; note: potency is the fitted concentration of half-maximal effect; nearly all actives have a fitted effect of over 55% in size
GALK inhibitor – blocks human galactokinase activity; P51570; Purified GALK, Kinase-Glo residual ATP luminescence; Potency, µM (top dose mostly 57.5 µM), for the others: at the highest dose activity change, negative = inhibition, actives largely listed as inhibitors; 270,000 compounds, 0.007% hits; note: potency is the fitted concentration of half-maximal effect
Target sequence (P51570 whole entry, looked up): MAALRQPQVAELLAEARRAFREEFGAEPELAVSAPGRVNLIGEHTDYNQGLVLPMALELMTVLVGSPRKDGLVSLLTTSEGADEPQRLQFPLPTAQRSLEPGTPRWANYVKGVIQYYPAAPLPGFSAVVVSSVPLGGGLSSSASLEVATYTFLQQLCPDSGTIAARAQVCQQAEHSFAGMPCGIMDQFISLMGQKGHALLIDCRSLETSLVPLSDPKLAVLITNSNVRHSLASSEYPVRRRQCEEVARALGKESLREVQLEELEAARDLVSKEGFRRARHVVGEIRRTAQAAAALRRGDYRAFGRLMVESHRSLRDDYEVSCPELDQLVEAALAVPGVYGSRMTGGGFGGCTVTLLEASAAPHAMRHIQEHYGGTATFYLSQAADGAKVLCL
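5 nM enzyme, 35 uM ATP, 100 uM galactose, 20 mM HEPES pH8.0, 5 mM MgCl2; 1 h RT; residual ATP by Kinase-Glo Plus luminescence, qHTS format.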
Coupling enz – counter-screen for Giardia aldolase inhibitors: coupling enzyme system | coupling enzyme system counterscreen, AmpLite Red fluorescence | activity change, negative = inhibition, % at 58.2 µM, hits read low | 290,000 compounds, 0.67% hits; in the data active = activity change below about -30%
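Final compound at 57.5 uM, incubated 10 min at RT with coupling enzyme reagent (glyceraldehyde-3-phosphate), then 20 min with substrate and AmpLite Red detection. Fluorescence read at 525/598 nm; tests interference with the coupling assay, not aldolase inhibition.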
B2AR arrestin – beta2AR (human) beta-arrestin recruitment activity. Potency, µM (series often up to 46.1 µM), inactives show at the top dose activation, usual class: activators. beta-arrestin recruitment to beta2AR, cell-based reporter. 330,000 compounds, 0.02% hits. P07550;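 note: potency is the fitted concentration of half-maximal effect; 0% = DMSO controls and full agonism = EC100 isoproterenol or metaproterenol; nearly all actives have a fitted effect of over 65% in size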
Target sequence (P07550 whole entry, looked up): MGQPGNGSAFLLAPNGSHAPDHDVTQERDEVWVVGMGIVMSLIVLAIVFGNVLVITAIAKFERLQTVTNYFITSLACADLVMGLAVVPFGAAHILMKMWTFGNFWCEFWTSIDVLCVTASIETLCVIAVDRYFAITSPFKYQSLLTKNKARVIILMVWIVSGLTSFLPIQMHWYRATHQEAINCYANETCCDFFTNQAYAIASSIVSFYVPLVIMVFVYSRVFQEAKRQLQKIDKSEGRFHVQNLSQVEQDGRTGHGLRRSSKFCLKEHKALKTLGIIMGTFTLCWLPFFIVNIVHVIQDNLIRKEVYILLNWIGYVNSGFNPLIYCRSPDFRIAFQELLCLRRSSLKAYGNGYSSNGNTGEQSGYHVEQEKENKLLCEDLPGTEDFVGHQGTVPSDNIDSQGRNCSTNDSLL
Giardia killer – Giardia lamblia killing; Giardia lamblia trophozoite viability; activity change, % at 7.66 µM, hits read low; 340,000 compounds, 0.15% hits; AID 540267; in the data active = activity change below about -80%; inconclusive = between about -30% and that limit;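 note: parasites exposed to compound for two days anaerobically before the ATP read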
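Each well holds 100 Giardia trophozoites and compound. After two days (48 hrs) at 37 deg C in anaerobic conditions, ATP is quantified by luminescence.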
Chronic BCR inh – inhibitors of chronic active B-cell receptor signaling; ABC-DLBCL IkBa-CBG/CBR reporter, luminescence ratio, 4 h; 340,000 compounds, 0.05% hits; Potency, µM (top dose mostly 46.1 µM), inactives show top-dose ratio change, negative = lower green/red ratio, hits mostly inhibitors; AID 493014; active = well fitted inhibition curve with a large enough effect in the signal ratio, with a control signal flat, not every such curve was filed as active; inconclusive = small, poorly fitted or top-dose-only effect, or effect the other way, or a change in a side signal; the % refers to the signal ratio;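 note: potency is the fitted concentration of half-maximal effect; plate controls were basal doxycycline-induced cells for no effect and cells given 10 µM MG132 for full effect; MG132 reads +100%, hits lower the ratio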
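Doxycycline induced both beetle luciferases in TMD8 lymphoma cells; IKK-driven degradation limits the IkappaBalpha-fused green signal, while red luminescence normalises for cell number and nonspecific effects. Compounds tested up to 46 uM, 4 hrs.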
An asterisk follows results filed as active; i = inactive; ? = inconclusive; . = not tested or not shown; [ ] = another dose, or the depositor's remark. Unless noted, calls come from the whole dose curve; as a rule, active = well fitted curve in the direction sought with a large enough effect; inconclusive = small, poorly fitted or top-dose-only effect, or another doubt; inactive = no such curve, though single readings can be large; an effect the other way counts as inactive or inconclusive. Unless noted, % is set by controls: 0 for no effect and ±100 for the full control effect.

Under each structure: PKM2 activator | KCNH2 WT inh | USP2a inh | KCNH2 3.1 block | Eya2 phos inh | uPA generation | GALK inhibitor | Coupling enz | B2AR arrestin | Giardia killer | Chronic BCR inh
[1] CNc1nc(C)nc(-c2ccccc2O)n1
  2% | 0 | -1% | -6 | 3% | ? | 1% | -1 | 0.1% | -28 | 8%
[2] Cc1cc(NC(=O)c2ccc(COc3ccccc3Cl)o2)no1
  -2% | -4 | -2% | 6 | -1% | -6% | 5% | 4 | 0.1% | -2 | -1%
[3] COc1ccc(C(=O)NCC(c2ccco2)N2CCc3ccccc32)c(OC)c1 (stereo unspecified)
  . | 6 | -1% | -18 | 8% | -12% | . | . | 0.3% | -11 | ?
[4] COc1ccc(CN(Cc2ccccn2)S(=O)(=O)c2ccc(-n3cnnn3)c(OC)c2)cc1
  -1% | 13 | 2% | 2 | -5% | -5% | 1% | 0 | -1.1% | 9 | 4%
[5] CC(=O)N1c2ccc(S(=O)(=O)NCCC(=O)NCCc3ccc(C)cc3)cc2CC1C (stereo unspecified)
  . | 1 | 4% | -3 | 1% | -7% | 10% | 2 | -0.7% | 3 | -3%
[6] CCOC(=O)N1CCN(C(=O)/C(=C/c2cccs2)NC(=O)c2ccc(OC)c(OC)c2)CC1
  . | 5 | 0% | 7 | -17% | -2% | 6% | 2 | 5.3% | 5 | 0%
[7] Cc1ccc(-c2nn(-c3ccccc3)cc2C(=O)N2CCN(c3ccccn3)CC2)cc1
  -1% | 6 | -10% | 3 | -1% | -7% | 0% | 3 | -0.4% | -7 | -5%
[8] Cc1ccc(S(=O)(=O)N2CCC(C(=O)O)CC2)cc1C(=O)O
  -15% | -6 | 0% | 2 | -9% | 1% | 3% | -3 | 0.3% | 9 | 3%
[9] CS(=O)(=O)N(CC(=O)N1CCN(c2ccccc2)CC1)c1ccc(Cl)c(C(F)(F)F)c1
  14% | 1 | 1% | -3 | -23% | 5% | 0% | -2 | -0.3% | -8 | ?
[10] O=C(O)c1ccc(-n2cccn2)nc1
  -3% | i | 0% | 11 | 7% | 1% | 3% | 4 | -0.2% | -8 | 9%
[11] C=CCn1c(-c2ccc(OC)c(OC)c2)n[nH]c1=S
  0% | 0 | 11% | 14 | -1% | -1% | -1% | -1 | 0.1% | 13 | -3%
[12] COc1cc(Cl)c(C)cc1NC(=O)CN(C)C1CCS(=O)(=O)C1 (stereo unspecified)
  . | 8 | 1% | -12 | 2% | 14% | . | . | -2.1% | -10 | -4%
[13] CCc1c(C)nc(SCC(=O)CC(=O)OC(C)C)c(C#N)c1C
  -1% | 7 | 3% | -12 | -44% | 7% | -9% | 2 | -0.3% | 2 | 1%
[14] CCOC(=O)C(C)Sc1nc2ccccc2c(=O)n1CC (stereo unspecified)
  2% | 4 | 2% | 21 | 17% | 3% | 1% | 3 | -0.7% | -17 | 0%
[15] CC(NC(=O)C1=CC=CN2CCS(=O)(=O)N=C12)c1ccc(Cl)c(Cl)c1 (stereo unspecified)
  . | 0 | 0% | 19 | 9% | 3% | . | . | -0.4% | -4 | -6%
[16] COC(=O)[C@]1(CC(C)C)N[C@H](c2ccc(-c3ccc(C(C)=O)cc3)cc2)[C@@H]2C(=O)N(C)C(=O)[C@@H]21
  . | -3 | 1% | 9 | -20% | 6% | . | . | 0.1% | -2 | 0%
[17] COc1ccc(S(=O)(=O)c2c(C)c(NS(=O)(=O)c3ccccc3)cc(C)c2O)cc1
  -8% | -3 | -25% | 1 | -4% | 3% | -2% | -1 | 0.1% | -8 | -1%
[18] COc1ccc(CCN(C)CCc2ccc(OC)c(OC)c2)cc1OC
  . | 46 | . | -3 | 1% | -1% | . | 2 | . | -2 | .
[19] COC(=O)c1ccccc1NC(=O)c1cc2n(n1)C(C(F)F)CC(C(F)F)N2 (stereo unspecified)
  0% | -15 | 0% | 6 | 9% | -1% | -3% | -2 | -0.2% | ? | 3%
[20] Cc1[nH]c2ccccc2c1C(=O)CN1CCN(C2CCCCC2)CC1
  4% | . | 3% | . | -3% | . | 1% | 0 | -0.8% | . | 3%
[21] CCOC(=O)CSc1nc(C2CC2)nc2ccccc12
  -9% | 7 | -1% | 8 | 13% | 1% | 4% | 4 | 0.3% | -29 | ?
[22] Cc1nn(C(C)C)c(C)c1CN1CCN(Cc2ccsc2)C(CCO)C1 (stereo unspecified)
  -3% | -20 | 1% | 3 | 12% | 5% | -2% | -3 | -0.9% | -21 | 12%
[23] CC(C)NC(=O)c1cc2ccccc2o1
  -3% | -1 | 0% | 12 | -1% | 3% | 0% | -1 | -1.1% | -15 | -9%
[24] COc1ccc(Cl)cc1-c1nc(-c2ccc(NC(=O)c3cccs3)cc2)no1
  3% | 1 | -4% | -21 | -2% | -6% | 1% | -3 | -0.5% | 24 | 0%
[25] Cc1onc(-c2ccccc2)c1C(=O)N1CCc2ccccc21
  -6% | 5 | 0% | 5 | -8% | 4% | 7% | 0 | -0.1% | 13 | -5%
[26] CC(C)Oc1cccc(C(=O)C2CCCN(Cc3cccn3-c3cccnc3)C2)c1 (stereo unspecified)
  -1% | 0 | 5% | 0 | 7% | ? | -1% | 1 | 0.5% | 0 | 3%
[27] O=C(Nc1ccc(N2CCOCC2)c(Cl)c1)c1cccnc1
  11% | 0 | -1% | . | -39% | -1% | 0% | -3 | -0.4% | 5 | -7%
[28] Cc1ccc(NC(=S)NNC(=S)NC2CCCCC2)cc1
  -17% | -19 | -1% | -6 | -20% | -3% | 0% | 1 | 0.0% | 17 | -24%
[29] Cc1ccc(C)c(C(=O)O/N=C(\N)c2ccc(Br)cc2)c1
  0% | 3 | -2% | -11 | 7% | . | -1% | 0 | 0.0% | 4 | ?
[30] Cc1occc1C(=O)NNC(=O)C1CCCCC1
  -3% | 6 | 2% | -4 | 0% | 2% | 0% | 2 | 0.3% | -5 | 5%
[31] N#Cc1c(N)c(C(=O)c2ccc(Cl)cc2)n2c1CCC2
  5% | 5 | 5% | -6 | 8% | 9% | 2% | 3 | 0.1% | 17 | 2%
[32] COC(=O)c1ccc(C2NC(=O)CCC2[N+](=O)[O-])cc1 (stereo unspecified)
  0% | 10 | 1% | 18 | -12% | -2% | -1% | 0 | 0.0% | -6 | 1%
[33] O=C(CCCOc1ccc(Cl)cc1Cl)N1CCCc2ccccc21
  -1% | -8 | -6% | -5 | -24% | 15% | 2% | 0 | 0.4% | -7 | ?
[34] COc1ccc(NC(=O)CNS(=O)(=O)c2ccc(Cl)cc2)cc1
  -4% | -3 | 1% | -2 | 6% | 6% | 0% | 2 | 0.3% | 25 | ?
[35] Cc1ccc(-c2nnc(SCC(N)=O)n2C)cc1
  3% | 9 | 12% | 2 | 11% | 2% | -4% | 2 | 0.4% | -11 | 0%
[36] CCc1ccc(-c2nnn(Cc3nn[nH]n3)n2)cc1
  -1% | -12 | 3% | -3 | 2% | 0% | -6% | 19 | -0.2% | 5 | 5%
[37] O=C(N/N=C/c1ccc(OCc2ccccc2)cc1)c1ccncc1
  -2% | . | 2% | -20 | -23% | 2% | 7% | 5 | 2.9% | 6 | 0%
[38] COc1ccc(S(=O)(=O)Nc2cc(S(=O)(=O)c3ccccc3)c(O)cc2C)cc1
  . | 1 | -1% | -2 | -18% | 5% | -1% | 3 | 0.4% | ? | 11%
[39] COc1ccc(/C=N/NC(=O)c2ccc3nc[nH]c3c2)c(OC)c1OC
  -12% | -3 | -4% | 2 | 5% | 1% | 2% | -3 | 0.2% | -9 | ?
[40] CCOc1ccc(/C=C/C(=O)Oc2ccc(OC)cc2)cc1
  3%[11.5 µM] | 0 | 0% | -8 | 4% | -1% | -3% | 1 | -0.3% | 3 | 3%
[41] O=C(c1ccccc1)c1ccccc1C(=O)N1CCOCC1
  14% | -11 | 2% | -7 | -3% | . | -1% | -3 | -0.3% | 4 | 0%
[42] CN(C)CCCn1c(SCc2ccc(Cl)cc2)nnc1-c1ccncc1
  1% | 30 | -1% | 7 | 3% | -14% | -1% | 0 | -0.2% | 9 | 4%
[43] CCOc1cc(/C=C2\NC(=O)NC2=O)cc([N+](=O)[O-])c1O
  -8% | 4 | -14% | -3 | -1% | 0% | . | 0 | -1.0% | 7 | 12%
[44] Cc1nn(CCC(=O)NNC(=S)Nc2ccc(F)cc2)c(C)c1Br
  0% | -1 | -1% | -1 | -2% | 6% | 1% | -4 | -0.1% | 6 | ?
[45] CC(C)Cc1ccc(C(C)NC(=O)c2ccc(=O)[nH]c2)cc1 (stereo unspecified)
  0% | -20 | 0% | -8 | -5% | 0% | 1% | 1 | -0.1% | 0 | -1%

An unsorted share of the library; any-hit rate near 2.4%.
